Screening data: PubChem, several laboratories
STEP block = blocks human striatal-enriched tyrosine phosphatase. P54829. recombinant STEP, OMFP fluorogenic substrate, fluorescence. inhibition, % at 20 µM. 360,000 tested, 0.25% active;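 active means inhibition at 20 µM, scaled per plate between control wells, above about 37%, limit read from the data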;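 further: 0% = DMSO with enzyme and substrate and 100% = substrate only without enzyme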
Target sequence (P54829 whole entry, looked up): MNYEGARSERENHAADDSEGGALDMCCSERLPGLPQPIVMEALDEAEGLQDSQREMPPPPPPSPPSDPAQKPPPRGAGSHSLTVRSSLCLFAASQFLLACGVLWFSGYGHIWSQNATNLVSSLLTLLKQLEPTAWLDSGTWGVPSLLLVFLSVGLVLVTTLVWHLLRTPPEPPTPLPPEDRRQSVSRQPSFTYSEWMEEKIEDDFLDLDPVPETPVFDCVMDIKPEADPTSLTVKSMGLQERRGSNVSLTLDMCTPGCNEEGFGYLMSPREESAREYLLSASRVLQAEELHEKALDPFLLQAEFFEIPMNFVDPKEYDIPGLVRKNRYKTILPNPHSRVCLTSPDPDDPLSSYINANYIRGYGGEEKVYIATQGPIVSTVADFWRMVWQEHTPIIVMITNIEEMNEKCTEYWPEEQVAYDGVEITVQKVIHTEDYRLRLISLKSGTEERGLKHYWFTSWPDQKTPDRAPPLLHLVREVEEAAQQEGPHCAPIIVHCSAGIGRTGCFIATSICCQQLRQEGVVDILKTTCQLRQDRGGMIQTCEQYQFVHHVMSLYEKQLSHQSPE
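medium = Bis-Tris buffer pH 6.0, 2.5 mM DTT, 0.005% Tween 20 | test system = STEP (striatal-enriched tyrosine phosphatase) enzyme, cell-free | measure = normalized % inhibition | compound dosing = 20 µM, 1% DMSO | also added = 25 µM OMFP | schedule = reaction 20 min, ambient temperature | measured by = fluorescence read at 480 nm ex / 540 nm em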
MsrA inh = inhibits bovine methionine sulfoxide reductase A; inhibition, % at 15.5 µM; purified bovine MsrA, absorbance read-out; 360,000 tested, 0.75% active; in the data active means inhibition above about 4.5%;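 further: 0% = vehicle wells with enzyme and 100% = reference inhibitor wells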
Scp1 inh = inhibitors of human Scp-1 phosphatase; Recombinant Scp1, phosphopeptide, malachite green phosphate absorbance; 340,000 tested, 0.88% active; inhibition, % at 20 µM;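 active means inhibition above about 50% at 20 µM, limit read from the data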;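 further: plate controls were DMSO wells with enzyme for no effect and wells lacking enzyme for full effect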
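Test system – truncated SCP-1 phosphatase (76-261aa) · Reagent – Phosphorylated 17-residue peptide substrate · Incubation – 45 min room-temperature reaction, 5 min colour, 30 min stabiliser · Detection – colorimetric phosphate reagent with accelerator and stabiliser, absorbance at 630 nm · Measure – % inhibition at 20 µM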
DNMT1 inh = inhibitors of human DNMT1. P26358. DNMT1 molecular beacon, Hinp1I cleavage, fluorescence. inhibition (reported as % activation of signal), % at 10 µM. 360,000 tested, 0.83% active. AID 588458; in the data active means inhibition above about 50%
CSN deneddyl inh = CSN deneddylation inhibition. inhibition, % at 12.5 µM. Purified CSN, SCF-Nedd8-OG deneddylation, fluorescence polarization. Q92905. AID 651999. 360,000 tested, 0.38% active;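 active means pattern-corrected inhibition above about 35%, with an unprinted fluorescence ratio check between 0.5 and 1.5, limit read from the data, passing the limit was not always enough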;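 further: 0% = enzyme with substrate and 100% = substrate without enzyme; some results filed as inactive read as strong as hits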
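Assay system: HEK293T-derived human Csn5 enzyme; quantity: 0.24 nM enzyme; medium: Tris/NaCl/DTT buffer, pH 7.5; also added: substrate SCFSkp2-Nedd8OG, 10 nM; doses: 12.5 µM compound; schedule: 90 min reaction at room temperature; signal: FP; read-out: % inhibition of substrate cleavage by Csn5; benchmarks: substrate-only high control, full reaction low control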
SUMO1-SIM PPI = alters human SUMO1 binding to SIM partners. inhibition, % at 20 µM. P63165. SUMO1 binding to a labelled peptide, TR-FRET, 1 h. 360,000 tested, 0.33% active. AID 602429; in the data active means inhibition above about 37%
NadD block = NadD (S. aureus) enzyme inhibition; 360,000 tested, 0.78% active; inhibition, % at 20 µM; purified NadD enzyme, colorimetric absorbance read-out; in the data active means inhibition above about 26%; further: some compounds past the cut are filed as inactive
TbMetRS inhib = Trypanosoma brucei MetRS inhibition. purified T. brucei MetRS, ATP depletion, Kinase-Glo luminescence. inhibition, % at 11.9 µM. 360,000 tested, 0.4% active. AID 624268;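 active means inhibition above a per-plate cutoff of the control wells' mean inhibition plus 3 SD, cut at about 5.5% in these data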;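 further: 0% = DMSO wells median and 100% = median of wells with control inhibitor compound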
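Material – parasite MetRS enzyme · Medium – HEPES-MgCl2-KCl buffer plus DTT, spermine, BSA, pyrophosphatase · Reagent – ATP, methionine and E. coli bulk tRNA substrates · Times – 15 min enzyme-compound preincubation, 2 h reaction, 10 min detection, 25 °C · Measured by – luminescence of leftover ATP · Evaluation – percent inhibition relative to median high and low control wells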
LMPTP inh = blocks human LMPTP phosphatase. recombinant LMPTP-A, OMFP fluorogenic substrate, fluorescence intensity. 360,000 tested, 0.22% active. P24666. inhibition, % at 20 µM;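 active means compounds that cut the enzyme signal by at least half of the control window in the single-dose screen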;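 further: plate controls were DMSO wells with enzyme plus substrate for no effect and substrate without enzyme for full effect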
Target sequence (P24666 whole entry, looked up): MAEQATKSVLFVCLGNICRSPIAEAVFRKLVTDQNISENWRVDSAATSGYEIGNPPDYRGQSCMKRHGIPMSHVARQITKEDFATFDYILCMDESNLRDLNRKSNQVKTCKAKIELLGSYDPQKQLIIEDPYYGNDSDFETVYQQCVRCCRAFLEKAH
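Assay system: LMPTP-A enzyme. Input: 0.625 nM LMPTP-A final. Probe or stimulus: 400 µM OMFP. Compound dosing: single 20 µM dose. Schedule: 50 min dark incubation at room temperature. Detection: fluorescence intensity of OMFP turnover product. Read-out: percent inhibition versus substrate-only and uninhibited controls. Benchmarks: no-enzyme low control, uninhibited high control.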
Rpn11 block = inhibitors of human proteasome Rpn11; human 26S proteasome, Ub4-pepOG fluorescence polarization; 20S core pre-blocked with epoxomicin; O00487; AID 588493; 360,000 tested, 0.59% active; calls only at 20 µM;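 active means inhibition at 20 µM, scaled to each plate's controls, above about 33%, limit read from the data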
Target sequence (O00487 whole entry, looked up): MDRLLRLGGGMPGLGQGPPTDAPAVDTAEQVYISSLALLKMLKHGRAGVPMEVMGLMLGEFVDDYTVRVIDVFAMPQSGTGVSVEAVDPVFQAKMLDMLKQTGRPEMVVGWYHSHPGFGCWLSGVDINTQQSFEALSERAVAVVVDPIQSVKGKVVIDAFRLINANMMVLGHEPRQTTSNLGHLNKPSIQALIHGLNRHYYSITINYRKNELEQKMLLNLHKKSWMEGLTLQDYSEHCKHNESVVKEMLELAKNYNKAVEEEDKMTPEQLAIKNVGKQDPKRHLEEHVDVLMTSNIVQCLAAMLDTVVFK
* = called active by the depositor; i = inactive; nt = not tested or not shown. Compounds as they come (roughly 3.9% active in at least one column).

structure,TbMetRS inhib,SUMO1-SIM PPI,Rpn11 block,CSN deneddyl inh,Scp1 inh,LMPTP inh,NadD block,STEP block,DNMT1 inh,MsrA inh
O=C(N/N=C/c1ccsc1)C1CC1,-0.5,2.5,i,-7.1,-1.4,0.2,-2.3,2.4,0.3,0.7
CCCCC(=O)Nc1ccc(C(=O)Nc2nnc(COC)s2)cc1,-0.8,-0.7,i,0.9,-4.1,-0.9,-5.1,-2.9,-1.0,1.4
COc1ccc(CN(C)C(=O)[C@H]2O[C@@H](n3ccc(N)nc3=O)[C@H](O)[C@@H]2O)cc1OC,-0.6,-3.6,i,-2.6,nt,-1.5,-7.3,0.6,-4.2,1.0
OC(CCc1cccc(Cl)c1)c1cccs1 (centres undefined),0.0,1.0,i,-2.7,-10.4,0.6,-7.6,-0.8,-2.2,-1.0
N=c1sccn1CC(=O)Nc1ccc(SC(F)F)cc1,0.4,-0.6,i,-1.5,-4.7,0.4,-7.2,-2.2,-8.9,-0.2
O=C(Nc1ccc(F)c(Cl)c1)c1csc([C@H]2C[C@H](O)[C@@H](CO)O2)n1,-0.3,0.9,i,4.1,nt,-1.8,-0.2,0.2,4.1,3.2
Cc1ccc(-n2nc3c(=O)n(CC(=O)NCCCc4ccccc4)nc(C)c3c2C)cc1,0.4,2.4,i,-3.8,-5.1,-1.1,-2.8,0.6,3.3,0.0
C=CCN(c1ccccc1C(=O)NCC(=O)O)S(=O)(=O)c1ccc(C)cc1,-0.2,1.7,i,-2.7,2.7,-0.1,-1.9,-0.2,3.5,0.4
O=C(NCCO)c1cc(-c2cc(C(=O)NCCO)c3ccccc3n2)nc2ccccc12,-1.4,-7.7,i,-4.7,0.4,-1.2,-7.2,-1.5,-8.6,0.0
CC(C)[C@H](NC(=O)c1ccccc1)C(=O)OCC(=O)/C=C1/N(C)c2ccccc2C1(C)C,-0.3,-1.6,i,-1.1,-9.2,1.4,-1.0,1.6,-4.3,2.5
COc1cccc(-c2nc(CS(=O)CC(=O)NCc3ccccc3Cl)c(C)o2)c1 (centres undefined),0.5,1.6,i,1.8,-1.2,-0.4,-0.8,4.6,1.7,0.8
COc1ccccc1-c1csc(C(NC(C)=O)c2ccc(F)c(F)c2)n1 (centres undefined),0.0,-0.1,i,1.9,nt,0.6,-1.7,-1.9,8.1,1.1
Clc1ccc(Cc2nn3c(Cn4nnc5ccccc54)nnc3s2)cc1,0.1,-4.6,i,-2.3,-8.0,0.6,7.3,-0.5,-5.3,1.9
Cc1cccc2c(=O)c(-c3ccc4c(c3)OCO4)c(NC(=O)c3ccco3)oc12,-0.5,0.2,i,1.8,-11.0,0.3,-3.3,0.9,-1.7,2.8
Cc1cc(C)nc(NC(=NCCc2c[nH]c3ccccc23)NC(=O)Nc2ccccc2)n1,-0.4,-4.0,i,-13.1,20.2,5.7,18.8,-1.0,-16.9,-0.2
O=C(CSc1nc2ccc(Nc3nc(N4CCOCC4)nc(N4CCOCC4)n3)cc2s1)N1CCOCC1,0.3,2.7,i,-6.4,-4.6,0.0,0.7,-1.8,-5.1,0.7
COC(=O)CNC(c1ccccc1Cl)c1cc(Br)ccc1NS(=O)(=O)c1ccc(C)cc1 (centres undefined),1.0,1.0,i,0.9,-13.1,2.4,11.0,0.3,-11.2,-0.7
COC(=O)c1[nH]c2ccc(C)cc2c1NC(=O)CN1CCN(c2ccccc2)CC1,0.2,-6.5,i,4.2,-6.0,1.3,-0.6,-2.3,-3.6,0.2
COc1ccc(Cl)cc1N(CC(=O)Nc1ccccc1C(=O)NCc1ccco1)S(C)(=O)=O,-0.6,-2.0,i,-1.6,-6.8,0.7,-9.0,-0.3,-2.6,-0.3
CCCCc1nc2cc(C(=O)N(C)CCc3cn[nH]c3)ccc2o1,-0.2,2.5,i,2.9,19.5,-1.4,-8.6,-2.2,1.7,-0.4
CC1CCC2(CC1)SCC(=O)N2c1ccc(F)cc1 (centres undefined),-0.6,-2.0,i,0.0,-10.5,-1.4,-6.6,-0.2,2.3,0.6
COc1ccc(NC(=O)N2CCCC2C(=O)NCc2ccc(F)cc2)cc1 (centres undefined),0.4,3.0,i,5.4,3.2,-1.4,-1.7,3.3,1.8,0.3
CCN(CC(=O)NCc1cccs1)C(=O)c1cccc(S(=O)(=O)N(CC)c2ccccc2)c1,-0.4,-2.0,i,-1.6,-2.2,-5.2,0.7,-3.6,1.3,-0.1
COc1cc2[nH]c(=S)n(Cc3ccc(C)o3)c(=O)c2cc1OC,0.2,-6.2,i,-4.3,-8.0,-1.2,0.3,-1.1,5.1,0.8
COc1cccc(NS(=O)(=O)c2ccc3c(c2)N(C(C)=O)CCO3)c1,-0.6,-3.6,i,3.3,3.5,-0.9,-1.7,-2.3,1.4,-0.3

A second format for three compounds above:
O=C(Nc1ccc(F)c(Cl)c1)c1csc([C@H]2C[C@H](O)[C@@H](CO)O2)n1
  TbMetRS inhib: -0.3; SUMO1-SIM PPI: 0.9; Rpn11 block: i; CSN deneddyl inh: 4.1; Scp1 inh: nt; LMPTP inh: -1.8; NadD block: -0.2; STEP block: 0.2; DNMT1 inh: 4.1; MsrA inh: 3.2

Cc1ccc(-n2nc3c(=O)n(CC(=O)NCCCc4ccccc4)nc(C)c3c2C)cc1
  TbMetRS inhib: 0.4; SUMO1-SIM PPI: 2.4; Rpn11 block: i; CSN deneddyl inh: -3.8; Scp1 inh: -5.1; LMPTP inh: -1.1; NadD block: -2.8; STEP block: 0.6; DNMT1 inh: 3.3; MsrA inh: 0.0

C=CCN(c1ccccc1C(=O)NCC(=O)O)S(=O)(=O)c1ccc(C)cc1
  TbMetRS inhib: -0.2; SUMO1-SIM PPI: 1.7; Rpn11 block: i; CSN deneddyl inh: -2.7; Scp1 inh: 2.7; LMPTP inh: -0.1; NadD block: -1.9; STEP block: -0.2; DNMT1 inh: 3.5; MsrA inh: 0.4

(continued)
structure,TbMetRS inhib,SUMO1-SIM PPI,Rpn11 block,CSN deneddyl inh,Scp1 inh,LMPTP inh,NadD block,STEP block,DNMT1 inh,MsrA inh
CCCCCc1ccc(-c2ccc(/C=C/C(=O)O)cc2)nc1,-0.5,-2.7,i,2.9,0.6,0.5,12.7,4.1,-1.4,2.9
CC[C@@H]1CC2=C(C(=O)OC(C)(C)O2)[C@H](c2ccc(F)cc2)O1,-0.1,0.4,i,-3.9,nt,-1.1,-3.4,1.4,5.9,0.8
Cc1c(Cl)cccc1NC(=S)Nn1cnnc1,-1.2,1.6,i,-10.6,2.0,0.7,2.1,2.2,-2.5,-0.9
NS(=O)(=O)c1cccc(NC(=O)COC(=O)c2ccccc2C(=O)c2ccccc2)c1,-0.4,-2.4,i,-0.4,15.1,0.6,-1.5,-3.3,3.6,1.5
CC1=C(C(=O)OCCC#N)C(c2cc3c(cc2Br)OCO3)NC(=O)N1 (centres undefined),-0.7,5.5,i,1.9,0.4,-0.4,4.3,3.7,0.4,-1.2
O=C1NC(=S)N/C1=C/c1ccc2c(c1)OCO2,-0.5,-23.4,i,10.9,-4.2,0.0,-6.0,3.2,2.8,3.5
CC(=O)N1CCSc2ccc(S(=O)(=O)Nc3ccc(C)cc3)cc21,0.1,-5.5,i,1.9,-4.0,0.3,-5.0,-2.8,0.3,1.3
Cc1sc2ncn(/N=C/c3ccco3)c(=O)c2c1C,-0.3,-13.7,i,-2.8,-7.9,-1.4,-2.6,0.4,2.5,-0.4
Cc1ccc(NC(=O)C2C3/C=C\CCCCC32)cc1 (centres undefined),0.3,-1.7,i,1.2,-2.7,-0.7,-4.6,-2.7,10.2,-0.5
CCn1cc(C(=O)O)c(=O)c2cc(S(=O)(=O)N3CCCCCC3)ccc21,-0.6,5.5,i,-1.0,4.7,-1.3,-2.7,0.1,0.9,1.4
CCOc1ccc(N2CC(C(=O)NC3CCCCCC3)CC2=O)cc1 (centres undefined),-1.2,0.7,i,-3.6,1.6,-1.7,-2.4,-1.9,3.4,1.1
Cc1ccccc1OCCCCCn1ccnc1,-1.1,-0.3,i,-5.7,-2.5,-0.7,-5.2,-3.3,-1.6,-0.1
O=C(O)c1cccc(S(=O)(=O)N2CCCC(c3nc4c(nnn4Cc4ccc(F)cc4)c(=O)[nH]3)C2)c1 (centres undefined),0.5,11.4,i,0.6,1.4,-1.9,8.3,10.2,0.7,1.4
O=C1CCC/C1=C/Nc1ccc2c(c1)OCO2,-0.1,-6.8,i,-7.2,0.4,5.6,3.0,0.8,4.1,1.7
O=C(Oc1ccc(=O)n(-c2ccccc2)n1)c1ccccc1,-1.0,-0.1,i,-1.0,-3.2,0.1,-2.0,1.2,2.1,0.5
O=C(CCc1nc(-c2ccccc2Cl)no1)NCCc1ccccc1,-0.7,2.0,i,1.6,-10.6,-0.3,-5.4,-0.3,1.9,0.4
CC1=CC(C)(C)N(C(=O)CSc2nnc(N)s2)c2ccccc21,-1.6,0.2,i,-8.6,-1.8,-2.1,2.7,-0.9,7.3,-0.7
CSCCCNC(=S)N(C)CC(=O)Nc1ccc(C)cc1,1.9,2.2,i,-1.9,1.1,-0.8,-2.9,5.7,-0.3,0.0
COc1ccc(S(=O)(=O)N2CCCC(C(=O)Nc3ccc4c(c3)OCCO4)C2)cc1 (centres undefined),-1.1,-0.8,i,-4.2,-10.7,0.7,-8.3,2.3,-2.4,0.2
COC(=O)c1sccc1-c1ccc(C(=O)Nc2cccnc2)o1,-0.2,-16.9,i,2.8,-2.4,0.5,-0.3,-2.0,-1.3,3.5
Cc1nn(CCOc2ccccc2)c(=O)n1-c1ccc(Cl)cc1,0.3,4.1,i,-5.3,-4.7,-1.1,-7.4,-4.9,-0.6,0.3
COc1ccc(N(CC(=O)NC2CCCC2)C(=O)CCC(=O)Nc2cc(C)on2)cc1,-0.2,5.4,i,3.0,-8.5,-0.8,-8.5,-0.2,-0.1,-0.6
O=C1Nc2ccccc2C1(c1ccccc1)c1ccccc1,-1.0,-3.3,i,0.6,-17.3,0.1,-5.6,-3.4,-2.7,0.8
O=C(NS(=O)(=O)N1CCCC1)C1=C(N2CCCC2)COC1=O,0.0,-4.0,i,-0.6,-0.2,0.5,-1.2,-0.5,8.6,0.3
CC1NC(=O)c2cc3ccccc3cc2-n2c1nc1ccccc1c2=O (centres undefined),-0.1,-18.2,i,-1.4,nt,-1.1,2.5,1.2,3.7,0.0
COc1ccc(CN2CCN(Cc3ccc(Br)cc3)CC2)c(OC)c1OC,-0.6,0.7,i,4.7,2.0,-0.5,-6.9,-1.2,-1.7,0.4
